XIAP antagonists – small molecules displacing peptide from XIAP – biochemical, IAP family, fluorescence polarization (AID 1018) | one-dose displacement, % at 20 µM; IC50 in µM for titrated hits | actives 0.007% (n = 200,000) | XIAP BIR domain, fluorescence polarization peptide displacement; higher % means a stronger effect; in the data active means displacement above about 50%; further: a part of the inactive calls stands beside numbers as strong as those of hits
Siah-1 displacement – blockers of Siah-1 interaction with plectin peptide – biochemical, fluorescence polarization, rhodamine-plectin, uHTS, primary screen (AID 1817); Siah-1 / rhodamine-plectin peptide fluorescence polarization; higher % means a stronger effect; actives 0.02% (n = 290,000); one-dose displacement, % at 20 µM; IC50 in µM for titrated hits;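 active means displacement of at least 50% at 20 µM, with a fluorescence ratio check between 0.3 and a set limit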;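 further: plate controls were Siah plus tracer with DMSO for no effect and tracer alone without Siah for full effect; strong numbers were not always called active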
Dengue-2 NS5 capping – Dengue-2 NS5 methyltransferase inhibitors, primary screen, biochemical, confirmation dose response (AID 588689) | Dengue-2 NS5 methyltransferase capping enzyme assay, biochemical; higher % means a stronger effect | inhibition, % at 25 µM; hits with a dose series show IC50 in µM | actives 0.3% (n = 340,000); in the data active means a potency from the dose series; inconclusive means inhibition above about 29% without an active follow-up result
LYP phosphatase – PTPN22 lymphoid phosphatase activity blockers – biochemical, fluorescence intensity, uHTS (AID 1779). actives 0.054% (n = 290,000). one-dose inhibition, % at 11.5 µM; IC50 in µM for titrated hits. recombinant LYP phosphatase, fluorescence intensity; higher % means a stronger effect; in the data active means inhibition above about 50%;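 further: plate controls were vehicle with enzyme for no effect and no enzyme for full effect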
Large T inhibition – SV40 large T antigen inhibitors, biochemical (AID 1903). SV40 large T antigen ATPase/helicase inhibition assay; higher % means a stronger effect. inhibition, % at 20 µM, or IC50 in µM where a hit was titrated. actives 0.39% (n = 310,000); in the data active means a potency from the dose series; inconclusive means inhibition mostly from about 32% at the one dose, without a potency; inactive means the rest, 99 in 100 with inhibition below about 32%; further: strong numbers were not always called active
RSV CPE inhibition – inhibition of RSV-induced cytopathic effect – HEp-2 cells, primary 10 µM value included (AID 2391) | HEp-2 cells, RSV-induced CPE inhibition; higher % means a stronger effect | actives 0.13% (n = 310,000) | one-dose CPE inhibition, % at 10 µM; IC50 in µM for titrated hits; in the data active means a potency from the dose series; inconclusive means CPE inhibition mostly from about 23% at the one dose, without a potency; inactive means the rest, 99 in 100 with CPE inhibition below about 21%; further: strong numbers were not always called active
Rac1 GTP hydrolysis – MgcRacGAP GTPase-activating activity inhibitors, confirmation, biochemical, ADP Hunter fluorescence | actives 0.6% (n = 340,000) | one-dose inhibition, % at 30 µM; IC50 in µM for titrated hits | MgcRacGAP-stimulated Rac1 GTP hydrolysis, ADP Hunter fluorescence; higher % means a stronger effect; GST-tagged Rac1 F28L mutant substrate;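 active means first-screen hits whose inhibition reached a set limit at any dose in the follow-up dose series; inconclusive means inhibition above the set first-screen limit but never retested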;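 further: fluorescence reports GDP produced by GAP-driven GTP hydrolysis; strong numbers were not always called active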
HIV peptide binding – cell-free HIV fusion peptide-binding blockers – biochemical, uHTS, fluorescence dequenching, primary screen (AID 1986). cell-free peptide binding, fluorescence dequenching, 30 min; higher % means a stronger effect. inhibition, % at 20 µM, or IC50 in µM where a hit was titrated. actives 0.3% (n = 290,000); in the data active means inhibition mostly above about 52%, no sharp cut-off; inactive means mostly below about 76%; further: some results filed as inactive read as strong as hits
AID2073 – disruptors of CaV2.2 binding to Mint1 – biochemical, HTRF (AID 2073) | one-dose inhibition, % at 20 µM; IC50 in µM for titrated hits | actives 0.19% (n = 290,000) | HTRF protein-protein interaction, Mint1-CaV2.2; higher % means a stronger effect; in the data active means inhibition mostly above about 51%, no sharp cut-off; inconclusive means no clear call, values can overlap the other calls; inactive means mostly below about 53%; further: some results filed as inactive read as strong as hits
Dengue-2 NS5 capping pilot replicate – further read-out of Dengue-2 NS5 capping, marked with its call; inhibition, %; measured here: pilot screen replicate inhibition
Numbers without * were called inactive; ? = inconclusive; · = no result given.

Start of the data: the first 4 entries, ahead of the listing:
SMILES	XIAP antagonists	Siah-1 displacement	Dengue-2 NS5 capping	LYP phosphatase	Large T inhibition	RSV CPE inhibition	Rac1 GTP hydrolysis	HIV peptide binding	AID2073	others
CCCCOc1ccc(-c2nnc(-c3ccco3)o2)cc1	1.2%	0%	1%	-9%	0%	0.7%	4%	0.4%	3%	Dengue-2 NS5 capping pilot replicate=3.6
NC(=S)N/N=C1\CC(c2ccc3c(c2)OCCO3)Oc2ccc(F)cc21 (stereo not drawn)	·	1%	0%	7%	10%	2.9%	9%	-0.3%	-8%
COc1ccc(NC(=O)c2cccc(Oc3ccc([N+](=O)[O-])cc3Cl)c2)cc1	-1.1%	2%	7%	24%	8%	0.7%	6%	-2.6%	5%
Cn1nc(C(F)(F)F)c(C(=O)Nc2ccc(F)cc2F)c1Sc1ccc(C(F)(F)F)cc1	0.7%	-3%	1%	4%	10%	1.2%	-2%	2.6%	20%

Results, from the start:
SMILES	XIAP antagonists	Siah-1 displacement	Dengue-2 NS5 capping	LYP phosphatase	Large T inhibition	RSV CPE inhibition	Rac1 GTP hydrolysis	HIV peptide binding	AID2073	others
CCCCOc1ccc(-c2nnc(-c3ccco3)o2)cc1	1.2%	0%	1%	-9%	0%	0.7%	4%	0.4%	3%	Dengue-2 NS5 capping pilot replicate=3.6
NC(=S)N/N=C1\CC(c2ccc3c(c2)OCCO3)Oc2ccc(F)cc21 (stereo not drawn)	·	1%	0%	7%	10%	2.9%	9%	-0.3%	-8%
COc1ccc(NC(=O)c2cccc(Oc3ccc([N+](=O)[O-])cc3Cl)c2)cc1	-1.1%	2%	7%	24%	8%	0.7%	6%	-2.6%	5%
Cn1nc(C(F)(F)F)c(C(=O)Nc2ccc(F)cc2F)c1Sc1ccc(C(F)(F)F)cc1	0.7%	-3%	1%	4%	10%	1.2%	-2%	2.6%	20%
O=C(NCCCN1CCCC1=O)c1ccc2c(c1)OCO2	-4.2%	-5%	-2%	-3%	2%	0.7%	0%	0.0%	12%
COc1ccc(S(=O)(=O)N2CCOC23CCN(S(=O)(=O)c2cc(F)ccc2F)CC3)cc1	·	·	-5%	·	12%	1.1%	11%	·	·
CCc1[nH]nc(C(=O)NC2CCCN(Cc3ccccc3F)C2)c1C (stereo not drawn)	·	-2%	-6%	-11%	8%	1.1%	6%	2.7%	4%
Cc1ccc(-n2nc3ccc(NC(=O)C(C)C)cc3n2)cc1	-5.2%	4%	-3%	-5%	3%	4.8%	6%	-2.6%	17%
CCn1nc(C)cc1C(=O)N1CCCC(C(=O)c2ccccc2SC)C1 (stereo not drawn)	·	2%	-7%	-8%	13%	19%	14%	1.4%	2%
CCCCCN1CC(O)=C(c2ccccc2)C1=N	-5.6%	3%	4%	-5%	0%	-0.8%	7%	0.5%	21%
COc1cccc(CN(C)c2nc(-c3cccs3)nc3ccccc23)c1	-13%	-1%	-6%	-1%	10%	16%	7%	0.8%	18%
CCOc1ccccc1N1CCN(S(=O)(=O)c2ccc3c4c(cccc24)C(=O)N3)CC1	1.4%	21%	-6%	8%	9%	2.3%	3%	8.4%	25%
CCCC1CCC(C(=O)n2nc(N)c3cc4ccc(OC)cc4nc32)CC1 (stereo not drawn)	-2.9%	2%	-4%	-4%	17%	4.4%	6%	3.2%	11%
COc1ccc(OCCCC(=O)NCCc2ccccc2)cc1	-4.9%	10%	8%	2%	0%	1.2%	7%	-1.1%	-4%
COc1ccc(Cl)cc1NC(=O)CN(C)C(=O)C12CC3CC(CC(Cl)(C3)C1)C2	·	3%	-6%	1%	13%	4.7%	7%	1.2%	9%
CC(=O)Nc1ccc(OCC(O)Cn2c3ccccc3c3ccccc32)cc1 (stereo not drawn)	-4.4%	10%	-1%	-3%	15%	?	3%	-2.8%	5%
Cc1ccc(NC(=O)NNC(=O)Cn2nc(-c3ccccc3)c(-c3ccccc3)c(C#N)c2=O)cc1	-5.4%	-2%	7%	1%	4%	2.7%	7%	-2.5%	-7%
COc1ccc(C(=O)NC(=S)Nc2cccnc2)cc1OC	-1.6%	-8%	·	-7%	7%	-0.8%	-2%	-0.8%	-1%
CCc1cccc(NS(=O)(=O)c2c(C)nc3sc(CC)nn3c2=O)c1	·	7%	-6%	2%	·	1.7%	0%	0.3%	?
Cc1[nH]n(-c2ccccc2)c(=O)c1C=NCC1CCCO1 (stereo not drawn)	-5.2%	2%	-2%	2%	5%	4.3%	-8%	-0.1%	10%
Cc1ccc(C(=O)Nc2ccc3c(c2)C(=O)N(CC2CCCO2)C3=O)cc1 (stereo not drawn)	·	0%	0%	-14%	8%	4.9%	-2%	0.7%	20%
O=C(CCc1ccc(S(=O)(=O)NCCc2ccccc2)cc1)N1CCN(Cc2ccc3c(c2)OCO3)CC1	-4.6%	0%	-11%	-9%	8%	5.4%	-1%	0.1%	0%
O=C(Nc1ccc(Cl)cc1)Nc1nnc(CSc2ccc(Cl)cc2)s1	-0.8%	7%	3%	-5%	10%	10%	11%	2.9%	1%
Cc1ccc(NC(=O)C2CC(=O)NC(N3CCc4ccccc43)=N2)cc1 (stereo not drawn)	8.4%	-2%	-10%	0%	3%	0.7%	0%	0.3%	4%
Cc1ccc(C)c(NC(=O)c2cnccn2)c1	·	5%	·	-7%	7%	0.3%	7%	1.6%	-2%
Cc1coc(C)c1C(=O)CC1(O)C(=O)N(C)c2ccc(Cl)cc21 (stereo not drawn)	-3.7%	-4%	-9%	-2%	7%	2.1%	8%	1.1%	-8%
Cc1ccc(C)c(NC(=O)C(C)N2C(=O)c3ccccc3C2=O)c1 (stereo not drawn)	·	4%	·	-5%	5%	1.1%	12%	-0.4%	6%
Cc1cc(-c2nc3ccccc3o2)c2ccccc2n1	-1.3%	9%	-10%	-3%	?	4.5%	6%	-3.3%	-7%
O=C(O)c1ccc2c3c(cccc13)C(=O)N(c1ccccc1)C2=O	-6.2%	0%	4%	-2%	11%	-0.4%	7%	24%	29%
O=C(c1cc2c(=O)n3ccccc3nc2s1)N1CCN(Cc2ccc3c(c2)OCO3)CC1	-1.2%	-6%	-2%	-21%	5%	0.0%	6%	-2.1%	27%
O=C1CC(N2CCN(c3ccc(F)cc3)CC2)C(=O)N1c1ccc(F)cc1 (stereo not drawn)	·	4%	1%	-8%	5%	3.0%	7%	-0.5%	8%	Dengue-2 NS5 capping pilot replicate=-0.6
Cc1nn(Cc2ccccc2)c(C)c1/C=N/NC(=O)c1cccnc1	-18%	1%	-3%	-5%	3%	1.0%	5%	-2.8%	-1%
COc1c(F)c(F)c(C(=O)Nc2ccc(NC(=O)Cc3ccccc3)cc2)c(F)c1F	-3.5%	10%	1%	-6%	20%	0.1%	7%	-0.4%	40%
O=C1CCc2cc(NS(=O)(=O)c3ccc(F)cc3)cc3c2N1CCC3	·	·	6%	·	6%	-2.1%	6%	·	·
CN(CC(=O)Nc1ccccc1Cl)C(=O)COC(=O)/C=C/c1ccc(C(F)(F)F)cc1	·	2%	-4%	-6%	1%	1.6%	5%	0.6%	-9%
Cc1sc2ncnc(SCC(=O)N3CCC(c4noc5ccc(F)cc45)CC3)c2c1C	-6.1%	3%	-6%	4%	-10%	2.4%	-2%	2.3%	2%
O=C(Cc1ccccc1F)OCN1C(=O)c2ccccc2C1=O	·	-3%	-12%	-6%	0%	0.3%	9%	-1.6%	6%
COc1ccc(NC(=O)c2cnc(SCC(=O)NCCc3ccccc3)n(C)c2=O)cc1	·	·	3%	·	9%	-1.8%	7%	·	·
O=c1[nH]c(CSc2ncc(C(F)(F)F)cc2Cl)nc2ccccc12	-4.9%	4%	1%	-8%	12%	1.4%	4%	1.1%	3%
O=[N+]([O-])c1ccc(CCNc2cccc3ccccc23)c([N+](=O)[O-])c1	-12%	6%	1%	1%	12%	1.3%	7%	4.0%	-8%
Cc1[nH]c2ccccc2c1/C=C/C(=O)c1ccccc1	1.0%	-5%	-19%	1%	6%	15%	8%	2.7%	5%
CCCCNC(=S)NNC(=O)c1csc(C(C)C)c1	-10%	1%	6%	5%	7%	5.5%	4%	1.9%	-23%
NC(=O)CSc1nc2ccccc2c(=O)n1Cc1ccco1	-1.0%	1%	-8%	0%	8%	2.5%	10%	3.3%	-8%
C=C(C)CC1N(c2cccc(OC)c2)C(=O)C2C(C(=O)O)C3C=CC21O3 (stereo not drawn)	·	3%	3%	-5%	1%	1.6%	7%	-1.6%	-6%
CN1CCc2c(sc3nc(SCC(=O)N4CCCCC4)n(-c4ccccc4)c(=O)c23)C1	·	-4%	-9%	4%	23%	2.3%	-8%	1.6%	5%
Cc1ccc(C2NC(=O)c3ccccc3O2)cc1 (stereo not drawn)	·	3%	·	-8%	10%	2.3%	15%	1.1%	16%
CCOC(=O)c1cnc2ccc(OC)cc2c1NCc1ccccc1	-7.0%	10%	-3%	-6%	4%	16%	5%	0.2%	2%
Cc1cc(N2CCOCC2)nc2cc(O)ccc12	-7.4%	5%	-1%	4%	11%	1.7%	14%	-0.9%	-8%
COc1cc(NC(=O)Nc2ccc3c(c2)OCO3)cc(OC)c1OC	-6.6%	-2%	5%	-8%	7%	1.4%	9%	0.0%	19%
O=c1c2[nH]c3ccccc3c2ncn1Cc1cccnc1	-2.0%	0%	-9%	-9%	11%	·	10%	0.2%	5%
COc1ccc(C(=O)OCC(=O)NC2CC2)cc1S(=O)(=O)N1CCOCC1	-6.9%	3%	-13%	-4%	11%	0.6%	-2%	-1.0%	4%
O=C(Nc1ccc2nc3n(c(=O)c2c1)CCCC3)c1ccccc1[N+](=O)[O-]	-3.5%	6%	-7%	-1%	4%	0.5%	7%	-1.1%	6%
Cc1ccc(NC(=O)Nc2ccc(Cl)c(Cl)c2)nc1	·	-2%	1%	-2%	6%	7.4%	·	0.0%	2%
CCOc1c(Br)cc(C2CC(=O)Nc3cc(OC)c(OC)cc32)cc1OC (stereo not drawn)	·	-5%	-12%	-14%	3%	2.6%	11%	1.0%	0%
O=C(COC(=O)CCc1c[nH]c2ccccc12)NCc1ccccc1	25%	1%	-1%	-4%	3%	1.1%	5%	-1.0%	0%
COc1cccc(C(C)NC(=O)c2ccncc2)c1 (stereo not drawn)	·	0%	-6%	-1%	8%	0.7%	-5%	-0.1%	1%
COC(=O)Cc1n[nH]c(=S)[nH]c1=O	0.8%	6%	6%	-4%	13%	1.4%	15%	1.7%	4%
CC(C)(C)c1cc(NC(=O)NN2CCOCC2)nn1-c1c(Cl)cc(Cl)cc1Cl	·	4%	4%	-4%	-2%	·	5%	-1.2%	-3%
COc1ccc(C2(c3ccc(OC)cc3)NC(=O)N(Cn3nnc4ccccc4c3=O)C2=O)cc1	-0.3%	-1%	-11%	-1%	-10%	2.3%	4%	-1.0%	-4%
CCc1ccc2oc(C(=O)NCc3ccncc3)c(C)c2c1	-16%	0%	3%	0%	5%	1.4%	10%	0.7%	11%	Dengue-2 NS5 capping pilot replicate=-1.8
